CHOP UPR activ: apoptotic UPR (CHOP) activation | CHO-CHOP luciferase reporter, luminescence; percent of tunicamycin response over DMSO baseline | activation, % at 10 µM | 330,000 compounds, 0.34% hits | AID 449763;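 active = at 10 µM dose, activation of 40% or more, normalized to positive control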;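 note: 100% = tunicamycin at 10 µg/mL and 0% = DMSO alone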
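measured by = luciferase luminescence | assay system = CHO-CHOP cells, stable luciferase reporter of PERK-eIF2a-CHOP signalling | amount = 500 reporter cells seeded per well | timing = 6 h compound exposure at 37 °C after overnight seeding | controls = positive tunicamycin 10 µg/mL, negative DMSO alone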
NR3A LBD binder: NR3A (human) ligand-binding domain modulation. NR3A LBD differential scanning fluorimetry, Tm shift; 0% = protein alone, 100% = glycine-bound protein. 340,000 compounds, 2.5% hits. Tm shift relative to glycine control, % at 25 µM;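 active = melting temperature shift of at least 10% of the positive control shift, at one fixed dose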
tim10-1 inh: growth inhibitors of tim10-1 mutant yeast. S. cerevisiae tim10-1 ts strain growth, BacTiter-Glo, 24 h. inhibition, % at 20 µM. 330,000 compounds, 2.2% hits. AID 463190;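 active = inhibition of at least 40%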;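 note: mutant grown at 25 °C; 0% = DMSO wells with yeast and 100% = wells holding no yeast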
Mdm2 MdmX PPI: inhibitors of human Mdm2/MdmX interaction | inhibition, % at 8 µM | SaOS-2 split-luciferase Mdm2/MdmX complementation, luminescence | 330,000 compounds, 3% hits;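 active = inhibition of at least 50% at 8 µM in the primary screen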
UPR XBP1 act: activators of adaptive arm of unfolded protein response (XBP1) | activation, % at 20 µM | CHO-XBP1 luciferase reporter, IRE1-XBP1 UPR activation, luminescence; percent of tunicamycin response, DMSO as zero | AID 463104 | 330,000 compounds, 0.33% hits;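 active = versus positive control, 20 µM dose yields 30% or more activation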;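 note: 100% = tunicamycin at 10 µg/mL and 0% = DMSO only wells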
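Material: CHO cell line with stable XBP1 luciferase reporter; buffer or medium: F12 medium containing 10% fetal bovine serum; compound: single point, 20 µM final compound, 1% DMSO; incubation: 6 h treatment, 37 °C; measured by: glow luminescence from Steady-Glo reagent; evaluation: activation, % of tunicamycin; control set: tunicamycin high, DMSO low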
APJ ag: activates the human apelin receptor APJ; AID 2520; activation, % at 20 µM; 330,000 compounds, 0.11% hits; CHO-K1 APJ PathHunter beta-arrestin, luminescence; 0% DMSO wells, 100% apelin;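 active = activation more than six SD over the plate average, tested at 20 µM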;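 note: 0% = DMSO alone and 100% = apelin-13 at 10 nM; some results filed as inactive read as strong as hits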
Target sequence (P35414 whole entry, looked up): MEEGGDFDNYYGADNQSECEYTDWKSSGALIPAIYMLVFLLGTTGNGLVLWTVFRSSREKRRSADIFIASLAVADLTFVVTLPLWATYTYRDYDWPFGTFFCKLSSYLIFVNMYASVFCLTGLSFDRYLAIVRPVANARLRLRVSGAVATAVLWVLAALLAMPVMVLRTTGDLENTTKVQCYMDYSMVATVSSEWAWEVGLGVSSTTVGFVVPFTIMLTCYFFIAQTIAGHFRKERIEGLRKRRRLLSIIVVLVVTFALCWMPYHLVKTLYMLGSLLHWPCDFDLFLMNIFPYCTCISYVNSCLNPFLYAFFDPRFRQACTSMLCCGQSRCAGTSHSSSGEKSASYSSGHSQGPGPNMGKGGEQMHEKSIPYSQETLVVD
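Assay system: CHO-K1 cells stably expressing ProLink-tagged human APJ and arrestin–beta-gal acceptor. Compound dosing: 20 µM single point, 1% DMSO. Times: 16-18 h seeding, 90 min dark compound exposure, 60 min detection. Detection: beta-gal luminescence. Evaluation: APJ–arrestin association signal. Controls: negative DMSO alone, positive Apelin-13 at 10 nM.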
NALP3 yeast inh: inhibitors of NALP3 inflammasome in yeast | 330,000 compounds, 0.39% hits | Yeast reconstituted NLRP3/ASC/caspase-1, beta-gal luminescence, 24 h | inhibition, % at 10 µM;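 active = inhibition of 50% or more; inactive = inhibition below 50%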;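 note: plate controls were induced DMSO wells for no effect and uninduced yeast grown without galactose for full effect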
TIM10 inh: TIM10 yeast growth inhibition | S. cerevisiae TIM10 strain growth, BacTiter-Glo luminescence, 24 h | inhibition, % at 10 µM | 330,000 compounds, 1.4% hits | AID 463195;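 active = inhibition of 40% or more at the single tested concentration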;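 note: wild-type TIM10 isogenic control strain grown at permissive 25 °C; 0% = DMSO yeast wells and 100% = minimal medium wells without yeast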
tim23-1 inh: growth inhibitors of tim23-1 mutant yeast; S. cerevisiae tim23-1 growth, BacTiter-Glo luminescence, 24 h; inhibition, % at 20 µM; 330,000 compounds, 1.3% hits;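 active = growth inhibition of the mutant yeast at or above 50%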;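 note: temperature-sensitive mutant grown at 25 °C; plate controls were DMSO-treated mutant yeast for no effect and medium wells lacking yeast for full effect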
* hit, by the source's call; . = not tested or not shown.

| Compound | CHOP UPR activ | NR3A LBD binder | tim10-1 inh | Mdm2 MdmX PPI | UPR XBP1 act | APJ ag | NALP3 yeast inh | TIM10 inh | tim23-1 inh |
| --- | --- | --- | --- | --- | --- | --- | --- | --- | --- |
| COc1ccccc1NC(=O)CSc1nnc(CC(=O)Nc2cccc(C(F)(F)F)c2)n1C | -1.8 | -2.2 | 8.0 | 26.0 | -1.1 | -0.9 | -0.4 | 10.3 | -3.9 |
| Cc1c(Cl)cccc1N=Cc1ccc([N+](=O)[O-])s1 | -0.6 | -5.4 | 67.3* | 7.3 | 3.0 | 5.0 | 12.7 | 83.5* | 64.9* |
| CSc1ccc(/C=N/NC(=O)C[n+]2ccccc2)cc1 | 1.7 | 0.5 | -14.4 | -5.9 | -3.3 | -6.4 | 8.2 | 4.0 | 12.3 |
| NC(=O)Nc1ccc(C(=O)OCC(=O)c2c[nH]c3ccccc23)cc1 | 2.1 | -10.1 | 2.9 | 0.0 | 3.8 | -0.4 | 16.8 | 4.6 | 0.4 |
| CCN(C(=O)CN1CCOCC1)c1c(N)n(Cc2ccccc2)c(=O)[nH]c1=O | -0.2 | 0.1 | 12.1 | 20.9 | -2.6 | -1.3 | 8.5 | 6.6 | 2.0 |
| COC(=O)CCN1CCC(c2cc(-c3cccc(C(F)(F)F)c3)n[nH]2)CC1 | -0.7 | -10.0 | -34.6 | 17.4 | -6.3 | 0.2 | 13.3 | -20.0 | -0.1 |
| COc1ccccc1N1Cc2ccccc2C1 | -0.6 | 1.9 | 13.1 | 10.5 | -2.5 | -0.9 | 11.8 | -29.5 | 0.8 |
| Cc1nc2sc(C(c3cccs3)N3CCN(C(=O)c4ccco4)CC3)c(O)n2n1 (stereo not given) | 1.7 | 0.9 | 7.4 | 9.2 | 1.2 | 5.7 | 15.4 | -3.3 | -3.5 |
| O=C(NCc1ccccc1Cl)C1CCCN1C(=O)NC1CCCCC1 (stereo not given) | -0.1 | -1.1 | -1.1 | -27.8 | -6.2 | 3.1 | -8.8 | -0.7 | -8.6 |
| CN(C)c1cccc(C(=O)NCCCn2ccc3ccccc32)c1 | 2.2 | -1.8 | -1.2 | -10.4 | 11.7 | -1.6 | 25.9 | -24.1 | 21.2 |
| COc1ccc(OC(C)C(=O)NC2CC(C)(C)NC(C)(C)C2)cc1 (stereo not given) | 0.3 | -0.8 | -4.6 | 3.7 | -2.2 | -2.6 | 8.3 | 20.6 | 2.3 |
| COc1cc(F)cc(C2=CC(=O)C[C@H](c3ccc(F)cc3)C2)c1 | 0.9 | 1.1 | 15.4 | -1.1 | 2.4 | -4.1 | -1.7 | -5.4 | 31.6 |
| O=C1CCC([N+](=O)[O-])C(c2cccc(Cl)c2Cl)N1 (stereo not given) | 1.8 | 0.1 | 12.5 | 12.8 | -1.4 | -1.4 | 16.9 | 2.3 | -3.6 |
| CN(Cc1nc2ccccc2[nH]1)Cc1nc(CC2CC2)no1 | -0.4 | -0.7 | -8.2 | -11.6 | -2.6 | -3.8 | -7.8 | -5.2 | -0.1 |
| COC(=O)c1c(NC(=O)c2ccc(S(=O)(=O)N3CCOCC3)cc2)sc2c1CCN(C(C)C)C2 | -3.3 | -1.1 | 6.3 | 21.9 | -0.9 | -5.9 | 16.4 | 9.9 | 8.4 |
| Cn1c(CCN2CCCCC2)nc2cc(NC(=O)NC3CCCCC3)ccc21 | -1.5 | 2.5 | 2.6 | 17.9 | 0.1 | -5.1 | 1.8 | 5.5 | 0.9 |
| O=C(CNC(=S)NC(=O)c1cccs1)c1ccccc1 | 5.4 | 1.3 | 37.0 | -12.5 | 2.7 | 0.9 | 16.2 | 44.2* | 62.7* |
| CCOc1ccccc1NC(=O)Nc1ccccn1 | 0.9 | -0.8 | 7.0 | 6.9 | 0.2 | -4.2 | 39.1 | -16.5 | 5.7 |
| CCOC(=O)CN=C(NS(=O)(=O)c1ccc(Cl)cc1)c1ccccc1 | 0.5 | -4.3 | -8.4 | 7.7 | -3.1 | -1.0 | 8.7 | -8.1 | 6.6 |
| NC(=O)CC(NC(=O)c1cccc(Br)c1)c1ccc(NCCN2CCOCC2)c([N+](=O)[O-])c1 (stereo not given) | -0.8 | . | 7.3 | -4.2 | -0.2 | 5.8 | -3.6 | 42.8* | -5.3 |
| Cc1c(C(=O)NCc2cccs2)oc2ccccc12 | 0.5 | -4.1 | 31.7 | -16.4 | 0.3 | -3.2 | 25.8 | 24.6 | 17.3 |
| CCN(Cc1ccncc1)C(=O)c1cccc(S(=O)(=O)N2CCCCC2)c1 | 0.4 | 3.2 | -0.5 | -5.9 | 0.4 | -0.5 | 10.5 | 6.8 | 3.9 |
| COC(=O)c1noc(-c2ccc(OC)cc2)n1 | -3.8 | 0.0 | 19.6 | 8.4 | 3.6 | -2.1 | 5.5 | 6.5 | 22.4 |
| CCOc1ccc(S(=O)(=O)Nc2ccc(C(=O)NCC(c3ccc(OC)cc3)N3CCOCC3)cc2)cc1 (stereo not given) | 1.4 | 0.3 | 4.8 | 6.0 | -1.8 | -1.2 | 0.1 | 8.3 | 10.1 |
| CN(C)CCCN1c2ccc([N+](=O)[O-])cc2CCc2cc([N+](=O)[O-])ccc21 | -1.0 | -4.7 | 29.0 | 11.4 | 0.6 | 3.2 | 35.3 | 9.1 | 7.8 |
| Nc1nc2ccc(O)cc2s1 | -1.4 | 1.9 | 8.8 | 5.0 | 0.8 | -3.6 | 21.3 | 0.6 | -5.4 |
| CCC(=O)NCCCCCCCCCNC(=O)CC | 0.3 | -0.1 | 7.4 | 11.9 | 1.7 | 1.1 | 6.5 | -3.3 | 9.2 |
| Nc1nc(Cl)cc(Sc2ccc3ccccc3c2)n1 | -0.3 | -8.0 | 7.7 | 42.3 | 7.2 | 0.6 | -2.1 | 7.7 | 2.4 |
| O=C(NCc1cccnc1)C(=O)NCC(c1ccco1)N1CCOCC1 (stereo not given) | 0.4 | 0.3 | 7.9 | 14.1 | -2.4 | 1.9 | -0.3 | -0.6 | -2.6 |
| COc1cccc(Nc2nnc(SCC(=O)N3CC(C)OC(C)C3)s2)c1 (stereo not given) | -1.6 | -1.7 | 9.7 | 3.7 | -6.0 | -4.3 | -5.8 | 3.2 | 10.7 |
| O=c1[nH][nH]cc1C=NCc1cccc(C(F)(F)F)c1 | -1.8 | 0.0 | 10.9 | 19.2 | -1.2 | -2.3 | 2.7 | 9.3 | -2.6 |
| COc1ccc(C(=O)NCCn2cc(SCC(=O)NCC3CCCO3)c3ccccc32)cc1 (stereo not given) | 0.6 | -1.1 | -12.4 | -12.4 | -2.8 | -5.7 | 19.0 | -9.6 | 1.5 |
| CC(C)(C)n1nc2c(c1NC(=O)c1ccc(Cl)c([N+](=O)[O-])c1)CS(=O)(=O)C2 | -0.2 | -0.7 | -2.4 | 9.0 | -6.5 | -4.3 | 8.2 | 4.5 | 12.6 |
| CCS(=O)(=O)c1ccc(-c2cccc(NC(=O)COc3ccccc3)c2)nn1 | 2.8 | -0.8 | 16.6 | 28.0 | -3.0 | -5.0 | 3.1 | -10.3 | 0.0 |
| O=C(CNC(=O)c1cn2ccccc2n1)Nc1ccc(F)c(F)c1 | 3.0 | 0.3 | -13.6 | -43.3 | 0.8 | -2.0 | 22.0 | -2.5 | -3.0 |
| O=C(NCc1ccncc1)C(=O)NCC(c1ccccc1)c1ccccc1 | 1.5 | . | -12.4 | 1.1 | -1.4 | -1.5 | 18.8 | -29.4 | -1.9 |
| Cc1cc(NS(=O)(=O)c2ccc(-c3ccccc3)cc2)no1 | 0.4 | 0.5 | 11.6 | 14.0 | 1.6 | -1.0 | 8.1 | -1.6 | 14.9 |
| COc1ccc(CCNC(=O)C2CCN(S(=O)(=O)c3ccc(-n4cnnn4)cc3)CC2)cc1OC | 1.8 | -3.1 | -0.9 | -20.4 | -1.3 | -2.8 | -3.6 | -5.3 | -1.6 |
| CC1CCCC(NC(=O)c2ccncc2)C1C (stereo not given) | 0.8 | 2.0 | -6.5 | 11.2 | -3.4 | -2.8 | 12.1 | 3.9 | -0.2 |
| COc1ccc(-n2c(N)c(C(=O)NCC3CCCO3)sc2=S)cc1 (stereo not given) | -1.8 | 2.1 | -25.6 | -15.6 | -0.3 | -0.8 | -3.2 | -25.1 | -29.6 |
| COc1ccc(C(=O)Nc2cc3c4c(c2)C(C)C(=O)N4CCC3)cc1 (stereo not given) | 9.3 | 0.3 | -14.5 | 14.1 | -0.5 | -3.6 | 11.6 | -4.2 | -2.9 |
| Cc1nnc2n(Cc3ccccc3)c(=O)c3c4c(sc3n12)COC(C)(C)C4 | 0.2 | -1.4 | -2.3 | 15.0 | 1.6 | -1.2 | 8.4 | -3.4 | -1.5 |
| Cc1sc(-c2ccccn2)nc1OC(=O)c1ccc(Cl)cc1 | -1.2 | 1.1 | 11.1 | 6.6 | -2.6 | -6.3 | 19.3 | 1.9 | 10.3 |
| O=C(NCc1ccccc1F)c1ccncc1 | 1.1 | -0.8 | -18.4 | 23.7 | 0.9 | 1.3 | 20.6 | 16.2 | 1.0 |
| CC(Cc1ccccc1)NC(=O)C1CCCNC1=O (stereo not given) | -0.7 | 4.2 | -8.7 | 4.0 | -0.3 | 0.0 | 7.5 | 4.8 | 12.8 |
| CCC(C(=O)NCc1ccco1)N(C(=O)CNS(=O)(=O)c1ccccc1)c1ccc(OC)cc1 (stereo not given) | 0.8 | -1.2 | 14.2 | 19.5 | -1.1 | -1.1 | 6.2 | -4.7 | 3.7 |
| Cc1ccc(N(C(=O)c2ccco2)C(C(=O)NC2CCCC2)c2ccco2)c(C)c1 (stereo not given) | -1.1 | -0.4 | 24.5 | 4.5 | -1.9 | -2.6 | 0.3 | 9.9 | 19.5 |
| Cc1ccccc1OCCn1cc(C=O)c2ccccc21 | -1.2 | -9.4 | 15.0 | 17.7 | -5.8 | -1.2 | 25.7 | 7.1 | 34.3 |
| CCOc1ccc2[nH]cc(C(=O)NCCc3ccccc3)c(=O)c2c1 | 1.5 | -2.5 | 12.7 | 16.9 | -4.5 | 3.4 | 23.0 | 5.4 | 16.6 |
| O=C(NCc1cccs1)C1CC(c2ccc(Cl)cc2)=NO1 (stereo not given) | 2.6 | 0.8 | 10.1 | 17.7 | -0.8 | -4.3 | 28.1 | -6.3 | 2.4 |

From PubChem BioAssay
